KOR beta-arrestin-1 – kappa opioid receptor blockers – cell-based, luminescence, uHTS (AID 1778); KOR beta-arrestin recruitment, luminescence, antagonist mode; higher % means a stronger effect; one-dose inhibition, % at 10 µM; IC50 in µM for titrated hits; 290,000 compounds, 0.091% hits; also: strong numbers were not always called active
KOR beta-arrestin-2 – kappa opioid receptor activators – cell-based, luminescence, uHTS, primary screen (AID 1777) | one-dose activation, % at 10 µM; EC50 in µM for titrated hits | 280,000 compounds, 0.02% hits | KOR beta-arrestin recruitment, luminescence; higher % means a stronger effect; in the data active = activation above about 50%, passing the limit was not always enough; also: a part of the inactive calls stands beside numbers as strong as those of hits
AID2073 – inhibitors of Mint1-CaV2.2 protein interaction, biochemical, HTRF (AID 2073). HTRF protein-protein interaction, Mint1-CaV2.2; higher % means a stronger effect. inhibition, % at 20 µM, or IC50 in µM where a hit was titrated. 290,000 compounds, 0.19% hits; in the data active = inhibition mostly above about 51%, no sharp cut-off; inconclusive = no clear call, values can overlap the other calls; inactive = mostly below about 53%; also: some results filed as inactive read as strong as hits
HIV peptide binding – inhibitors of HIV fusion peptide binding, primary screen, biochemical, uHTS, fluorescence dequenching (AID 1986); cell-free peptide binding, fluorescence dequenching, 30 min; higher % means a stronger effect; inhibition, % at 20 µM; hits with a dose series show IC50 in µM; 290,000 compounds, 0.3% hits; in the data active = inhibition mostly above about 52%, no sharp cut-off; inactive = mostly below about 76%; also: some results filed as inactive read as strong as hits
Yfh1-off respiration – mitochondrial function rescue without frataxin homolog – Friedreich's ataxia, plus single-dose screen, dose response (AID 1465); S. cerevisiae Yfh1-off respiration, WST-1 reduction, 72 h; higher fold induction means a stronger effect; one-dose fold induction at 50 µM; EC50 in µM for titrated hits; 220,000 compounds, 0.074% hits;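 active = fold induction of absorbance versus untreated yeast above a set limit, then at least 30% activation at any dose in follow-up; inconclusive = repeats straddling the limit, or above it without dose testing; inactive = fold induction below the set limit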;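 also: activators that raise dye reduction in frataxin-depleted yeast; strong numbers were not always called active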
West Nile virus CPE – inhibition of WNV-induced cytopathic effect – cell-based, CPE readout (AID 1621). CPE inhibition, % at 10 µM; hits with a dose series show IC50 in µM. 290,000 compounds, 0.02% hits. West Nile virus-infected cells, CPE inhibition; higher % means a stronger effect; in the data active = a potency from the dose series; inconclusive = CPE inhibition mostly from about 3.7% at the one dose, without a potency; inactive = the rest, 99 in 100 with CPE inhibition below about 2.2%; also: strong numbers were not always called active
HEK293 NOD2/NF-kB – inhibition of NOD2-driven NF-kB reporter – cell-based, luminescence, uHTS, HEK293 (AID 1566); HEK293 NOD2/NF-kB luciferase reporter, luminescence; higher % means a stronger effect; one-dose inhibition, % at 4 µM; EC50 in µM for titrated hits; 290,000 compounds, 0.63% hits; also: many of its hits are not listed in these tables
Dengue-2 NS5 capping – flavivirus cap methylation enzyme inhibition – biochemical, confirmation dose response, primary screen (AID 588689); Dengue-2 NS5 methyltransferase capping enzyme assay, biochemical; higher % means a stronger effect; one-dose inhibition, % at 25 µM; IC50 in µM for titrated hits; 340,000 compounds, 0.3% hits; in the data active = a potency from the dose series; inconclusive = inhibition above about 29% without an active follow-up result
NOD1 NF-kB reporter – NOD1 signaling inhibitors, primary screen, cell-based, luminescence, uHTS (AID 1578). 290,000 compounds, 1% hits. NOD1-driven NF-kB luciferase reporter cells, luminescence; higher % means a stronger effect. inhibition, % at 4 µM; hits with a dose series show EC50 in µM; in the data active = inhibition mostly above about 36%, no sharp cut-off; inactive = mostly below about 34%;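 also: HEK-293T reporter cells stimulated with the NOD1 agonist gamma-tri-DAP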
Dengue-2 NS5 capping pilot replicate – also measured in Dengue-2 NS5 capping; calls as there; inhibition, %; measured here: pilot screen replicate inhibition
* = called active by the depositor; i = inactive; ? = inconclusive; · = not tested or not shown; [ ] = another dose, or the depositor's remark. Rule as the data show it, unless noted: active = inhibition above about 50%; inactive = the rest. The list is partial (hit frequency here may not be typical).

SMILES	KOR beta-arrestin-1	KOR beta-arrestin-2	AID2073	HIV peptide binding	Yfh1-off respiration	West Nile virus CPE	HEK293 NOD2/NF-kB	Dengue-2 NS5 capping	NOD1 NF-kB reporter	others
N/C(=N\OC(=O)c1ccc(Cl)cc1Cl)c1cccnc1	28%[20 µM]	·	4%	1.6%	i	-0.8%	-216%	0%	-26%
COc1cc(C(=O)ON=C2C=C(C)C(=O)C(C)=C2)cc(OC)c1OC	-23%	8.9%	-16%	-0.6%	?	-2.4%	10%	-6%	-10%
COc1ccc(CN2C(=O)COc3ccccc32)cc1	-35%[20 µM]	-0.9%	10%	-0.8%	·	0.5%	-4%	6%	-19%
C=CCN1C(=O)C(O)(CC(=O)c2ccccn2)c2ccccc21 (configuration not stated)	-57%[20 µM]	-3.2%	-6%	0.6%	i	0.0%	4%	2%	-19%
S=C(NCc1cccs1)Nc1ccccc1	20%	6.6%	-4%	-0.4%	i	-0.1%	7%	0%	-8%
CN1CCN(c2ccc(S(=O)(=O)N3CCCCC3)cc2NC(=O)Cc2ccccc2F)CC1	2%	6.6%	-4%	-0.3%	i	2.1%	13%	-1%	-8%
O=C(CCCN1C(=O)/C(=C\c2cccs2)SC1=S)NNC(=O)c1cccnc1	4%	-0.6%	27%	1.0%	i	-0.1%	18%	-1%	-11%
CC(=O)N(C)N(C)c1cc(C)nc(N)n1	6%	3.6%	-5%	-0.8%	i	0.0%	19%	1%	-9%
Cc1cc(C)c(C)c(C(=O)CSc2nnc(-c3ccc4[nH]c(C)c(C)c4c3)o2)c1C	-59%	-3.1%	8%	-0.4%	i	1.1%	13%	-4%	-17%
CCNC(=S)Nc1cccc(S(=O)(=O)Nc2ccccc2OC)c1	29%	4.8%	-3%	-2.4%	i	0.1%	6%	-8%	0%
CCOC(=O)CN(Cc1sccc1C)C(=O)Nc1ccc(OCC)cc1	14%	-1.9%	22%	2.1%	i	-0.6%	22%	1%	-10%
Cc1nn(C)c(C)c1CN(Cc1nc(-c2cc(F)ccc2F)oc1C)C1CC1	-30%	0.6%	0%	1.2%	i	-1.9%	14%	0%	-17%
O=C(COc1nsnc1N1CCOCC1)Nc1cccc(Cl)c1	-23%	1.3%	-4%	1.4%	·	-1.6%	-9%	4%	-20%
CC(C)CNC(=O)COC(=O)c1ccc(Cl)c(S(N)(=O)=O)c1	-37%	1.0%	-4%	-1.8%	·	·	-2%	-4%	11%
CCOC(=O)CNC(=O)CSc1ncnc2c1cnn2Cc1ccccc1	-16%	2.6%	4%	-1.3%	i	0.0%	12%	-2%	56%*
CC(C)Sc1nnc(Cn2c(=O)sc3ccccc32)n1-c1ccccc1	20%	4.5%	-11%	-0.8%	i	-0.8%	12%	-9%	-23%
Cc1ccc(-c2csc(NC(=O)C3CC=CCC3C(=O)O)c2C(=O)OC(C)C)cc1 (configuration not stated)	-28%	2.6%	4%	14%	·	·	16%	19%	2%
COc1cc(Cn2c(N)c(C#N)c3nc4ccccc4nc32)cc(OC)c1	-15%	-0.1%	33%	0.1%	·	·	-7%	2%	-3%
O=Cc1ccc2oc3nc4n(c(=O)c3c(=O)c2c1)CCCS4	5%	-1.1%	26%	2.0%	i	0.8%	-1%	-8%	-16%
COc1ccc(C(C(=O)NCC2CCCO2)N(C(=O)c2snc(C(N)=O)c2N)c2ccccc2C)cc1OC (configuration not stated)	-16%	1.3%	17%	-0.3%	·	0.1%	-7%	-3%	3%
CC1CC(C)CN(c2oc(Cc3ccccc3)nc2C#N)C1 (configuration not stated)	14%	2.3%	2%	1.5%	i	-1.8%	3%	-6%	-15%
CCOC(=O)CC1C(=O)NCCN1S(=O)(=O)c1ccc(Cl)cc1Cl (configuration not stated)	-11%	8.6%	-5%	0.0%	i	-0.3%	0%	-2%	18%
N#Cc1cc2ccccc2nc1SCC(=O)Nc1ccc(S(=O)(=O)N2CCCC2)cc1	20%	4.3%	36%	0.8%	i	-0.6%	28%	-5%	40%
COc1cc(Cl)ccc1OCc1cc(C(=O)N(C)Cc2cn(C)nc2C)no1	10%	-3.5%	-6%	-2.0%	·	-0.6%	-8%	0%	-43%
COc1ccc(CC(=O)NNc2ncnc3c2cnn3C)cc1	5%	0.8%	6%	-0.4%	i	1.8%	-2%	-7%	16%
CCOC(=O)C1C(c2cccs2)NC(=O)N(C)C1(O)C(F)(F)F (configuration not stated)	9%	2.4%	0%	0.3%	i	-0.4%	18%	-4%	23%
N/C(=N\OC(=O)c1ccc(Cl)cc1)c1ccccn1	8%	0.6%	-1%	-3.4%	i	1.0%	-230%	-5%	-109%
COc1ccc([N+](=O)[O-])cc1COc1ccc2c(-c3ccccc3)cc(=O)oc2c1	24%	-0.1%	5%	-2.3%	·	·	-13%	6%	-5%
O=C(CSc1nnc(-c2cccnc2)n1CCc1ccccc1)N1CCCCC1	-5%	0.1%	5%	2.8%	i	-0.5%	2%	-2%	-15%
CCOC(=O)Cc1nn(Cc2ccc(Cl)cc2)c(=O)c2ccccc12	-17%	2.1%	-10%	0.5%	i	-1.8%	-1%	-2%	-19%

Quoted at random: six entries already listed
SMILES	KOR beta-arrestin-1	KOR beta-arrestin-2	AID2073	HIV peptide binding	Yfh1-off respiration	West Nile virus CPE	HEK293 NOD2/NF-kB	Dengue-2 NS5 capping	NOD1 NF-kB reporter	others
O=C(COc1nsnc1N1CCOCC1)Nc1cccc(Cl)c1	-23%	1.3%	-4%	1.4%	·	-1.6%	-9%	4%	-20%
N/C(=N\OC(=O)c1ccc(Cl)cc1Cl)c1cccnc1	28%[20 µM]	·	4%	1.6%	i	-0.8%	-216%	0%	-26%
COc1ccc(C(C(=O)NCC2CCCO2)N(C(=O)c2snc(C(N)=O)c2N)c2ccccc2C)cc1OC (configuration not stated)	-16%	1.3%	17%	-0.3%	·	0.1%	-7%	-3%	3%
CC1CC(C)CN(c2oc(Cc3ccccc3)nc2C#N)C1 (configuration not stated)	14%	2.3%	2%	1.5%	i	-1.8%	3%	-6%	-15%
COc1ccc([N+](=O)[O-])cc1COc1ccc2c(-c3ccccc3)cc(=O)oc2c1	24%	-0.1%	5%	-2.3%	·	·	-13%	6%	-5%
Cc1ccc(-c2csc(NC(=O)C3CC=CCC3C(=O)O)c2C(=O)OC(C)C)cc1 (configuration not stated)	-28%	2.6%	4%	14%	·	·	16%	19%	2%

(cont.)
SMILES	KOR beta-arrestin-1	KOR beta-arrestin-2	AID2073	HIV peptide binding	Yfh1-off respiration	West Nile virus CPE	HEK293 NOD2/NF-kB	Dengue-2 NS5 capping	NOD1 NF-kB reporter	others
Cc1ccc(S(=O)(=O)N2CCC(C)CC2)cc1C(=O)NCCN1CCOCC1	-18%	0.8%	4%	1.2%	·	0.1%	21%	-2%	-40%
CCN(C(=O)CSc1nnc(-c2cccs2)o1)C1CCS(=O)(=O)C1 (configuration not stated)	-4%	-2.3%	2%	1.7%	i	0.2%	12%	-1%	-22%
O=C(Nc1ccccn1)c1ccco1	-5%	-1.8%	-6%	-1.7%	i	-0.2%	-27%	-2%	13%
Cc1ccc(NCc2ccccc2OCc2ccccc2F)cc1	1%	1.9%	-8%	-2.7%	i	-0.5%	24%	-2%	23%
Cc1cc(NO)c(C(C)C)cc1N=O	-10%	7.4%	-6%	0.9%	i	-0.4%	-7%	-2%	13%
N#Cc1c(NC(=O)CSc2n[nH]c(Cc3ccccc3)n2)oc(-c2ccccc2)c1-c1ccccc1	23%	6.6%	-3%	7.5%	i	0.2%	9%	-10%	25%
O=C(NC1CCc2ccccc21)c1cc(COc2c(F)cccc2F)on1 (configuration not stated)	28%	-1.1%	?	0.3%	i	0.5%	-8%	-4%	-5%
N#Cc1c(SCC(=O)Nc2nncs2)sc2c(O)cc(=O)[nH]c12	8%	0.3%	63%	32%	·	-0.4%	-12%	1%	-8%
O=C1NN(c2ccc(F)cc2)C(=O)/C1=C/c1cccs1	8%[20 µM]	-3.9%	10%	26%	i	-0.1%	4%	9%	-28%
COc1ccccc1NS(=O)(=O)c1cccc(NC(=S)NCCN2CCOCC2)c1	-6%	3.1%	-9%	2.7%	i	-0.2%	2%	6%	-4%
COc1cc(C2Nc3c(F)cccc3C3C=CCC32)cc(Br)c1OC (configuration not stated)	-5%	-2.0%	35%	36%	i	-0.7%	-11%	5%	-12%
O=c1oc2ccc3ccccc3c2cc1-c1nnc(-c2ccccc2)o1	17%	-1.7%	26%	-0.7%	i	1.0%	8%	6%	-44%
O=C(OCC(=O)N1CCCC1)c1cccs1	-4%	3.6%	-4%	0.1%	i	0.1%	-28%	1%	-30%
CCOc1ccc(S(=O)(=O)N(CC(=O)O)c2ccc(C)cc2)cc1	1%	-0.8%	7%	2.8%	i	-0.5%	19%	-2%	3%
CCOC(=O)N1CCN(c2cc(=O)n(C3CCCCC3)c(=O)[nH]2)CC1	14%	-7.1%	-1%	-0.4%	i	-0.1%	13%	-10%	5%
O=C(Cn1c(-c2cscn2)nc2ccccc21)Nc1ccc(Cl)cc1	·	·	2%	-0.6%	i	-0.2%	13%	-3%	-7%
NC(=O)c1ccccc1NS(=O)(=O)Cc1ccc(Cl)cc1	8%	-3.1%	5%	0.2%	i	0.1%	-13%	-5%	-17%
CCOc1ccc(C2Nc3cccc4cccc(c34)N2)cc1OC	-46%	0.2%	41%	39%	i	0.5%	3%	26%	-26%
Oc1ccccc1-c1cc(-c2cccc(F)c2)n[nH]1	-14%	·	2%	-1.1%	i	-0.3%	-155%	-4%	-93%	Dengue-2 NS5 capping pilot replicate=-5.8
COC(=O)C(C)Sc1nc2ccsc2c(=O)n1Cc1ccccc1 (configuration not stated)	-2%	-2.4%	-2%	-1.4%	·	-0.5%	24%	1%	5%

Reprinted from the listing (4 entries):
SMILES	KOR beta-arrestin-1	KOR beta-arrestin-2	AID2073	HIV peptide binding	Yfh1-off respiration	West Nile virus CPE	HEK293 NOD2/NF-kB	Dengue-2 NS5 capping	NOD1 NF-kB reporter	others
COc1cc(C2Nc3c(F)cccc3C3C=CCC32)cc(Br)c1OC (configuration not stated)	-5%	-2.0%	35%	36%	i	-0.7%	-11%	5%	-12%
O=c1oc2ccc3ccccc3c2cc1-c1nnc(-c2ccccc2)o1	17%	-1.7%	26%	-0.7%	i	1.0%	8%	6%	-44%
O=C(OCC(=O)N1CCCC1)c1cccs1	-4%	3.6%	-4%	0.1%	i	0.1%	-28%	1%	-30%
CCOc1ccc(S(=O)(=O)N(CC(=O)O)c2ccc(C)cc2)cc1	1%	-0.8%	7%	2.8%	i	-0.5%	19%	-2%	3%
